Screening results (PubChem)
PAFAH1B2 FP inh = blocks human PAF acetylhydrolase 1b catalytic subunit 2 | recombinant PAFAH1B2, FP-rhodamine activity probe, fluorescence polarization | actives 1.2% (n = 340,000) | inhibition, % at 3.39 µM | P68402;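 active = inhibition above the mean of all tested compounds plus 3 SD, cut at about 24% in these data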;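 also: 0% = enzyme with DMSO and 100% = wells lacking PAFAH1B2; many of its hits are not listed in these tables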
PAD4 inh = PAD4 (human) enzyme inhibition. recombinant PAD4, RCA probe fluorescence polarization. inhibition, % at 6.36 µM. actives 0.41% (n = 330,000);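 active = percent inhibition above a cutoff equal to the mean of all tested compounds plus 3 SD, cut at about 15% in these data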;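 also: 0% = PAD4 with RCA probe and DMSO and 100% = probe without PAD4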
Target sequence (Q9UM07 whole entry, looked up): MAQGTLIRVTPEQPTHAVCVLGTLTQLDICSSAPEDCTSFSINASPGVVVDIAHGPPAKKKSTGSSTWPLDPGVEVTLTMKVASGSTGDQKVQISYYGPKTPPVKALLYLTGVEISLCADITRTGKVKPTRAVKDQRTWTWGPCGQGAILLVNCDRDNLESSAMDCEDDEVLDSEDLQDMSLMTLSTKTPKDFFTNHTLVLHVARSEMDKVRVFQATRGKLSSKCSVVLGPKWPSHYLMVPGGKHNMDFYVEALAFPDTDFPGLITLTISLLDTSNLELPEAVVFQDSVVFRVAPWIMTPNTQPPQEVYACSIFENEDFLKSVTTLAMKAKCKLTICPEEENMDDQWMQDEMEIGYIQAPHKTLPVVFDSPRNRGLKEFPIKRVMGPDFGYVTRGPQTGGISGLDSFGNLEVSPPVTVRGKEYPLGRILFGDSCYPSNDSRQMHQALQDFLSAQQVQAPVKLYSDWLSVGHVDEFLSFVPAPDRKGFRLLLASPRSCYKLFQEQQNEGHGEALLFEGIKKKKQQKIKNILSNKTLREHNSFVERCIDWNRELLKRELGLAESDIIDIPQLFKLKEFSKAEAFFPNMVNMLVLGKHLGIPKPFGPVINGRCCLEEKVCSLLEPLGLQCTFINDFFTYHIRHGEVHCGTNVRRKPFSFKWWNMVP
pPAFAH FP inh = inhibitors of human plasma PAF acetylhydrolase (pPAFAH) | actives 1.5% (n = 330,000) | recombinant pPAFAH, FP-rhodamine probe fluorescence polarization | Q13093 | inhibition, % at 3.39 µM | AID 463082;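 active = inhibition above the mean inhibition across the screen plus 3 SD, cut at about 25% in these data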;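 also: inhibitors block binding of the rhodamine activity-based probe so polarization drops; 0% = enzyme with DMSO and 100% = wells lacking pPAFAH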
PAFAH1B3 FP inh = PAFAH1B3 (human) inhibition; inhibition, % at 3.39 µM; recombinant PAFAH1B3, FP-rhodamine probe, fluorescence polarization; Q15102; actives 0.28% (n = 340,000);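 active = inhibition above the screen-wide average of all tested compounds plus 3 SD, cut at about 25% in these data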;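 also: 0% = enzyme with DMSO only and 100% = wells lacking PAFAH1B3 protein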
Target sequence (Q15102 whole entry, looked up): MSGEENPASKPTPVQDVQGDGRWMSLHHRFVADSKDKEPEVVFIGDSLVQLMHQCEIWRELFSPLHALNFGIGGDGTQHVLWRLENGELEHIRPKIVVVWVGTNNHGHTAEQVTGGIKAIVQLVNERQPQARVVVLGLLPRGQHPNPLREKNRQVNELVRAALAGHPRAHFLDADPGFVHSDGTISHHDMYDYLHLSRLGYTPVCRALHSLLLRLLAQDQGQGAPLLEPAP
PAFAH2 inh = inhibitors of human PAFAH2. Q99487. recombinant PAFAH2, FP-rhodamine activity probe, fluorescence polarization. inhibition, % at 3.39 µM. actives 0.99% (n = 340,000). AID 492956;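 active = inhibition above the mean over all tested compounds plus 3 SD, cut at about 30% in these data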;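 also: inhibitors block probe labeling of enzyme so polarization drops; 0% = enzyme with DMSO and 100% = wells lacking PAFAH2 protein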
PREPL inhibitor = inhibitors of human prolyl oligopeptidase-like enzyme PREPL; recombinant PREPL, fluorescence polarization activity-based probe; inhibition, % at 5.96 µM; actives 0.68% (n = 320,000); AID 2751; in the data active = inhibition above about 43%;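 also: 0% = enzyme with DMSO and 100% = wells lacking enzyme; many of its hits are not listed in these tables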
LYPLA2 inh = blocks human lysophospholipase 2, a PME1 counter-screen; O95372; recombinant LYPLA2, FP-Rh probe fluorescence polarization; inhibition, % at 5.9 µM; actives 0.38% (n = 320,000);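 active = inhibition above the screen-wide mean plus 3 SD, limit set per campaign, cut at about 26% in these data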;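 also: 0% = LYPLA2 with DMSO and 100% = wells lacking LYPLA2 enzyme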
LYPLA1 counter = counter-screen for PME1 inhibitors: inhibitors of human LYPLA1; recombinant LYPLA1, FP-Rh probe fluorescence polarization; O75608; inhibition, % at 5.9 µM; actives 0.16% (n = 320,000); AID 2174;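 active = inhibition above the mean of all tested compounds plus 3 SD, set per campaign, cut at about 14% in these data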;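 also: inhibitors block serine hydrolase probe labeling of LYPLA1 so polarization falls; 0% = enzyme with DMSO and 100% = wells lacking LYPLA1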
GSTO1 counter = blocks human GSTO1 in RBBP9 counter-screen | P78417 | inhibition, % at 5.96 µM | recombinant GSTO1, activity-based probe fluorescence polarization | actives 1.1% (n = 300,000);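 active = inhibition above the campaign mean inhibition plus 3 SD, cut at about 35% in these data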;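 also: 0% = GSTO1-1 with DMSO and 100% = wells lacking GSTO1-1 enzyme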
Active calls of the source: *; / = no result given.

SMILES	PAFAH1B2 FP inh	PAD4 inh	pPAFAH FP inh	PAFAH1B3 FP inh	PAFAH2 inh	PREPL inhibitor	LYPLA2 inh	LYPLA1 counter	GSTO1 counter
COc1ccc(N2CCN(C(=O)COC(=O)Cc3cccc(OC)c3)CC2)cc1	4	-2	3	-2	7	1	0	0	-6
CC(C)NC(=O)NC(=O)COC(=O)c1ccc(S(=O)(=O)NCc2ccco2)cc1	6	2	9	10	-4	12	2	0	/
O=C(NCc1ccccc1)c1onc(CSc2ccc(Cl)cc2)c1C(=O)NCc1ccccc1	2	-3	-20	-20	-9	8	-61	-27	-3
COc1cccc(CNC(=O)N2CCN(c3ccccc3Cl)CC2)c1	2	-1	6	3	-3	10	5	2	5
COc1ccccc1C(=O)NNC(=O)c1nn(Cc2ccccc2)c(=O)c2ccccc12	-5	-2	3	11	-2	-6	-6	-5	2
Cc1ccc(NC(=O)CSc2nnc(-c3cccs3)o2)cc1S(=O)(=O)N1CCCCC1	-5	-6	8	6	-3	1	10	3	-1
COC(=O)c1ccc(CN(c2ccc(C(=O)O)c(O)c2)S(=O)(=O)c2ccc(Cl)c([N+](=O)[O-])c2)cc1	7	1	21	7	-3	2	-4	-14	33
COCCCNC(=S)NC(=O)c1ccc([N+](=O)[O-])cc1	5	-4	4	1	-1	10	2	3	16
CN(Cc1ccccc1)C(=O)c1ccc(S(=O)(=O)N(C)c2ccccc2)cc1	6	-3	5	7	13	12	/	/	/
C/C(=N\NC(=O)CC#N)c1cc2ccccc2oc1=O	3	-7	-1	2	3	4	-2	-2	5
Cc1cccc(NC(=O)Nc2ccc([N+](=O)[O-])cc2)n1	-1	0	0	-3	-12	6	-1	0	0
COc1cccc(CNC(=O)CN2C(=O)COc3ccc(S(=O)(=O)N4CCCCC4)cc32)c1	-1	1	1	12	-4	10	4	-3	-1
N#C/C(=C/c1ccc([N+](=O)[O-])cc1)C(N)=O	0	0	3	7	-1	5	-4	0	3
Cn1c(SCC(=O)Nc2ccc3c(c2)OCO3)nnc1C(F)(F)F	0	1	2	3	-4	8	/	/	/
CCc1nc(SCC(=O)O)c(C#N)c2c1CCCC2	7	1	4	1	3	2	1	-1	0
CCOC(=O)c1cccc(NC(=O)CSc2nnnn2CC)c1	1	3	2	9	-8	-1	3	1	-2
COc1ccc(CC(=O)NNC(=O)c2ccc(Br)o2)cc1	8	7	2	-2	6	24	3	4	-4
COc1ccccc1CCc1nnc(CCC(=O)NC(C)Cc2cccnc2)o1 (stereo unspecified)	1	-3	-5	8	1	11	-6	-1	4
O=C(CCN1CCOCC1)N1CCc2c([nH]c3ccccc23)C1c1cccc(Cl)c1 (stereo unspecified)	2	1	6	4	7	-4	-1	-1	7
Cc1cccc(C)c1NC(=O)CS(=O)CC(=O)N1CCN(c2ccccc2)CC1 (stereo unspecified)	3	2	-4	4	3	-1	0	2	4
O=C(CN1CCCN(Cc2ccc(F)cc2Cl)C1=O)NC1CCCC1	2	4	-4	-7	-1	-8	1	-2	-7
O=S(=O)(Nc1ccc(-n2cccc2)cc1)c1ccc(F)cc1	6	-4	20	10	-9	-62	-7	-1	2
Cc1ccc(C(C)(C)C)cc1S(=O)(=O)N1CCC(C(=O)N2CCN(c3ccc(O)cc3)CC2)CC1	3	-4	6	1	3	25	6	0	/
CCOc1ccc(-c2nc(N)ncc2Oc2cccc(OC)c2)c(O)c1	-1	-2	3	5	5	12	-10	-10	1
CC(C)C(=O)N1CCC(c2nc(-c3ccc(S(=O)(=O)N4CCCC4)cc3)no2)CC1	-9	0	3	-1	8	4	4	1	-2
CCCn1c(Sc2nnnn2-c2ccccc2)n[nH]c1=O	6	-5	-4	4	1	7	5	0	3
CSc1nc2c(c(=O)[nH]1)C(c1ccc(Br)cc1)CC(=O)N2 (stereo unspecified)	/	0	0	/	/	12	3	-3	7
CC(OC(=O)c1ccc(Cl)nc1)C(=O)NC(C)(C)C (stereo unspecified)	2	2	5	14	5	1	4	-1	3
O=C1CCCN1c1cccc(Br)c1	9	2	-3	0	4	21	2	-1	1
O=C1C(=O)N(CCS(=O)(=O)c2ccccc2)c2ccc(F)cc21	1	-6	7	7	0	8	9	2	36*
CC1(C)CC(CC(=O)O)(c2ccccc2)CCO1 (stereo unspecified)	0	-1	5	-3	9	18	12	2	-2
Cc1csc(=O)n1CCC(=O)OCC(=O)c1c(N)n(C)c(=O)n(C)c1=O	2	-3	1	-3	5	5	3	1	4
CCN(CC)S(=O)(=O)c1cccc(NC(=O)CN(C)Cc2cccc(OC)c2)c1	10	2	3	3	8	1	0	0	13
COc1ccc(NC(=O)CN(C)CC(=O)NCC(=O)Nc2ccc(F)cc2)cc1	-1	1	1	-2	-2	11	2	1	6
O=C(CSc1nnc(CNC(=O)c2ccco2)o1)Nc1ccccc1C(F)(F)F	2	-4	-2	5	-2	-1	-1	1	2
O=C(NCCCN1CCCC1=O)c1cc(COc2ccc(F)cc2F)on1	8	-1	1	8	4	-2	0	-1	2

Sorted by heavy-atom count (largest number first): some entries from above
SMILES	PAFAH1B2 FP inh	PAD4 inh	pPAFAH FP inh	PAFAH1B3 FP inh	PAFAH2 inh	PREPL inhibitor	LYPLA2 inh	LYPLA1 counter	GSTO1 counter
Cc1ccc(C(C)(C)C)cc1S(=O)(=O)N1CCC(C(=O)N2CCN(c3ccc(O)cc3)CC2)CC1	3	-4	6	1	3	25	6	0	/
COc1cccc(CNC(=O)CN2C(=O)COc3ccc(S(=O)(=O)N4CCCCC4)cc32)c1	-1	1	1	12	-4	10	4	-3	-1
COc1ccccc1C(=O)NNC(=O)c1nn(Cc2ccccc2)c(=O)c2ccccc12	-5	-2	3	11	-2	-6	-6	-5	2
Cc1ccc(NC(=O)CSc2nnc(-c3cccs3)o2)cc1S(=O)(=O)N1CCCCC1	-5	-6	8	6	-3	1	10	3	-1
O=C(CCN1CCOCC1)N1CCc2c([nH]c3ccccc23)C1c1cccc(Cl)c1 (stereo unspecified)	2	1	6	4	7	-4	-1	-1	7
COc1ccc(N2CCN(C(=O)COC(=O)Cc3cccc(OC)c3)CC2)cc1	4	-2	3	-2	7	1	0	0	-6
CN(Cc1ccccc1)C(=O)c1ccc(S(=O)(=O)N(C)c2ccccc2)cc1	6	-3	5	7	13	12	/	/	/
Cc1csc(=O)n1CCC(=O)OCC(=O)c1c(N)n(C)c(=O)n(C)c1=O	2	-3	1	-3	5	5	3	1	4
COc1cccc(CNC(=O)N2CCN(c3ccccc3Cl)CC2)c1	2	-1	6	3	-3	10	5	2	5
Cn1c(SCC(=O)Nc2ccc3c(c2)OCO3)nnc1C(F)(F)F	0	1	2	3	-4	8	/	/	/
O=C1C(=O)N(CCS(=O)(=O)c2ccccc2)c2ccc(F)cc21	1	-6	7	7	0	8	9	2	36*
O=S(=O)(Nc1ccc(-n2cccc2)cc1)c1ccc(F)cc1	6	-4	20	10	-9	-62	-7	-1	2
CCCn1c(Sc2nnnn2-c2ccccc2)n[nH]c1=O	6	-5	-4	4	1	7	5	0	3
C/C(=N\NC(=O)CC#N)c1cc2ccccc2oc1=O	3	-7	-1	2	3	4	-2	-2	5
CC(OC(=O)c1ccc(Cl)nc1)C(=O)NC(C)(C)C (stereo unspecified)	2	2	5	14	5	1	4	-1	3
CC1(C)CC(CC(=O)O)(c2ccccc2)CCO1 (stereo unspecified)	0	-1	5	-3	9	18	12	2	-2
N#C/C(=C/c1ccc([N+](=O)[O-])cc1)C(N)=O	0	0	3	7	-1	5	-4	0	3
O=C1CCCN1c1cccc(Br)c1	9	2	-3	0	4	21	2	-1	1

Further compounds follow:
SMILES	PAFAH1B2 FP inh	PAD4 inh	pPAFAH FP inh	PAFAH1B3 FP inh	PAFAH2 inh	PREPL inhibitor	LYPLA2 inh	LYPLA1 counter	GSTO1 counter
CCCOC1CCCN(C(=O)c2ccc3oc(C(C)C)nc3c2)C1 (stereo unspecified)	3	2	3	17	8	-2	4	-4	1
CCc1noc(C)c1C(=O)NNC(=O)c1ccccc1Cl	-1	4	-1	9	-4	18	8	-3	/
O=C(O)CCC(=O)NCc1c(Cl)cccc1Sc1ccc(Cl)cc1	/	-6	6	/	/	-16	6	3	6
CCn1c2ccccc2c2cnc(N=CN(C)C)c(C#N)c21	2	0	4	1	3	17	-1	0	5
CCOC(=O)c1ccc(N2C(=O)CC(N3CCC(O)(c4ccc(Cl)cc4)CC3)C2=O)cc1 (stereo unspecified)	-1	5	-4	-6	1	15	1	-5	1
O=C(/C=C/c1ccco1)NC(=S)Nc1cccc(C(=O)O)c1	7	7	22	6	3	8	4	1	11
COc1ccc(CSC(=N)N)cc1[N+](=O)[O-]	5	4	0	1	-7	-6	4	5	-1
O=C(Cn1ccc(NC(=O)OCc2ccccc2)nc1=O)NCCCc1ccccc1	-9	-2	4	10	1	-69	0	0	/
COc1ccc(Nc2cc(Nc3cc(OC)c(OC)c(OC)c3)ncn2)cc1	0	-2	9	6	1	28	4	-1	-4
COc1ccc(C2c3cc(OC)c(OC)cc3CCN2C(=O)c2cccc([N+](=O)[O-])c2)cc1OC (stereo unspecified)	3	-1	10	6	-3	8	8	2	-3
CC(=O)Nc1cccc(NC(=O)c2cccc3cccnc23)c1	9	-6	-5	8	6	-6	-11	-8	-9
CCn1c(=O)cc(OCC(=O)N2CCN(c3cccc(C(F)(F)F)c3)CC2)c2ccccc21	-1	4	9	-3	-9	0	51*	7	3
CCCC[n+]1ccc(-c2nc3ccc([N+](=O)[O-])cc3[nH]2)cc1	0	3	0	-4	-7	6	8	3	-4
Cc1ccc(OCC(=O)Nc2ccc(S(=O)(=O)N3CCCCC3)cc2)c([N+](=O)[O-])n1	2	-1	3	0	-1	0	1	-3	1
COCCN(C(=O)CNC(=O)c1ccco1)C(C(=O)NC1CCCCC1)c1cccc(OC)c1 (stereo unspecified)	-1	-2	-6	5	-8	-5	-2	2	2
COC(=O)CC1Sc2ccccc2NC1=O (stereo unspecified)	7	-1	-2	-6	6	-2	-1	-2	0
O=C(C[n+]1ccc(-c2cc(C(=O)Nc3cccc(C(F)(F)F)c3)c3ccccc3n2)cc1)c1cccc([N+](=O)[O-])c1	-1	-6	-5	4	-4	25	-4	-6	-3
COc1ccc(Cl)cc1NS(=O)(=O)c1cccc2cccnc12	0	0	3	11	2	-15	-1	-6	2
Cc1cc(NS(=O)(=O)c2ccc(NC(=O)CCCC(=O)O)cc2)nc(C)n1	-2	-3	-7	-5	3	8	-6	-2	13
COc1ccc(C2CC(c3ccccc3OC(C)=O)=NN2C(C)=O)cc1 (stereo unspecified)	4	-3	-2	9	6	13	1	0	-1
C/C(=N\NC(=O)CCC(=O)Nc1ccccc1)c1cccs1	1	2	-3	-1	-6	-6	1	0	4
COc1ccc(NC(=O)/C=C/c2ccc(F)cc2)cn1	-1	1	4	4	1	7	3	-1	5
COc1ccc(C(=O)Nc2ccccn2)cc1S(=O)(=O)N1CCOCC1	3	3	1	2	-1	7	8	2	1
CCN(CCCn1c(=S)[nH]c2ncccc2c1=O)c1ccccc1	10	-3	8	-6	6	10	8	5	10

Only part of the results is shown; count on the stated rates, not on these rows.
